Source: PubChem
Lamin A splicing: modulators of lamin A splicing. Potency, µM (highest dose often 46.1 µM), for the others: at the highest dose ratio change, negative = inhibition, actives largely listed as inhibitors. HeLa LMNA splicing GFP/RFP minigene ratio, 48 h. 200,000 compounds, 0.01% hits; active = well fitted inhibition curve with a large enough effect in the signal ratio, with a control signal flat, not every such curve was filed as active; inconclusive = small, poorly fitted or top-dose-only effect, or effect the other way, or a change in a side signal; the % refers to the signal ratio; also: potency is read from the fitted curve at half-maximal effect; % is scaled to controls: 0 for no effect and ±100 for the full control effect
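S3 HeLa stable clones carrying a lamin A-EGFP splicing minigene plus DsRed2 were seeded at 600 cells/well in Opti-MEM with 2% FBS, pin-dosed and incubated 48 h at 37°C. Acumen cytometry (488 nm) gave the GFP/RFP total-intensity ratio.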
CBFb RUNX1 block: inhibitors of human CBF-beta and RUNX1 interaction | Q01196+Q13951 | AlphaScreen CBFb-His/RUNX1-biotin binding, biochemical | Potency, µM (doses to about 59.8 µM), for inactives: at the top dose activity, negative = inhibition, usual class: inhibitors | 230,000 tested, under 10 active; also: % of control where 0% means no effect
Target sequence (Q01196 whole entry, looked up): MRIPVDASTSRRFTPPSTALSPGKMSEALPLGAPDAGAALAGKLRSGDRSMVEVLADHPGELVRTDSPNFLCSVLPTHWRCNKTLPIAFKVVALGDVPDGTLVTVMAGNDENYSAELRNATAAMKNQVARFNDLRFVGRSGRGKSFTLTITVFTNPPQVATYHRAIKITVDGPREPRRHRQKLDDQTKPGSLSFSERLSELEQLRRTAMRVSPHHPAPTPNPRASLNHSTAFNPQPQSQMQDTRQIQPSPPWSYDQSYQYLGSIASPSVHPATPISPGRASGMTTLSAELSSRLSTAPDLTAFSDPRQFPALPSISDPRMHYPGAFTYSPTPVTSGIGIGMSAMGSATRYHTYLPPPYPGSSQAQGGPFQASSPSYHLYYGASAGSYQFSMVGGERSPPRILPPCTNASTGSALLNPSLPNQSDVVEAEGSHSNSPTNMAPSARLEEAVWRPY
Target sequence (Q13951 whole entry, looked up): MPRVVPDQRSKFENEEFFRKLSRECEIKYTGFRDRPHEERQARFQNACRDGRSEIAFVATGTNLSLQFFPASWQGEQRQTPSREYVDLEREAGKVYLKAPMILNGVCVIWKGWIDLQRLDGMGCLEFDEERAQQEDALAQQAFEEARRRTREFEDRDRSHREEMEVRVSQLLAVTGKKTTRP
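Interaction loss through any mechanism counts as activity. Pre-formed complex of His-CBF-beta and biotin-RUNX1 (30 nM apiece) is incubated with compound 15 min, then with 50 ng nickel and 50 ng streptavidin beads for 90 min before AlphaScreen detection.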
GAA inhib: alpha-glucosidase (human) inhibition; P10253; purified human GAA, 4-MU-alpha-glucoside fluorescence; Potency, µM (highest dose often 76.9 µM), for the others: top-dose activity change, negative = inhibition, most hits filed as inhibitors; 200,000 compounds, 0.005% hits; AID 1466;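 also: potency is read from the fitted curve at half-maximal effect; plate controls were uninhibited enzyme wells for no effect and no-enzyme background for full effect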
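AC50 values come from Hill fits of compound titrations (up to 77 uM) against 4 nM human enzyme. Substrate 4-methylumbelliferyl-alpha-D-pyranoside at 400 uM, pH 5.0 citrate buffer, 20 min room temperature; fluorescence Ex 365/Em 440 after alkaline stop.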
GAA spleen mod: lysosomal alpha-glucosidase (human) modulation; P10253; human spleen homogenate, 4-MU-alpha-glucoside fluorescence; Potency, µM (series often up to 79.9 µM), for inactives: at the top dose activity change, negative = inhibition, hits mostly inhibitors; 240,000 compounds, 0.006% hits;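 also: potency is read from the fitted curve at half-maximal effect; 0% = enzyme with vehicle and -100% = no enzyme basal signal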
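Human spleen homogenate (1 ug) incubated with compounds and 1 mM 4-methylumbelliferyl-alpha-D-glucopyranoside in pH 5.0 citrate/phosphate buffer, 37 C, 40 min. Stopped at pH 10; 4-MU fluorescence (Ex 365/Em 440 nm); AC50 by Hill fit.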
GAA glycogen: GAA glycogen-cleavage inhibition or activation; P10253; recombinant GAA, glycogen substrate, Amplex Red glucose oxidase fluorescence; Potency, µM (titrated, usually from 76.4 µM), for the others: at the top dose activity change, negative = inhibition, most hits filed as inhibitors; 300,000 compounds, 0.38% hits;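 also: potency is read from the fitted curve at half-maximal effect; 0% = full enzyme reaction and -100% = no-enzyme basal signal; the screen sought inhibitors and activators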
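qHTS, 1536-well; enzyme 4 nM final; cpd up to 77 uM; substrate bovine liver glycogen 30 ug; 50 mM citrate/phosphate pH 5.0, 0.01% Tween-20; 37 C, 40 min; Amplex Red detection 45 min RT; Hill fit → AC50.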
HTT aggregate: mutant huntingtin aggregation inhibition; AID 1688; PC12 HttQ103-GFP aggregates, Acumen cytometry, 40 h; Potency, µM (top dose mostly 46.1 µM), without a hit: at the top dose activity change, negative = inhibition, most hits filed as inhibitors; 220,000 compounds, 1.1% hits; also: potency is read from the fitted curve at half-maximal effect; % is scaled to controls: 0 for no effect and ±100 for the full control effect; nearly all actives have a fitted effect of over 60% in size
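PC12/HTTQ103-GFP, ecdysone-inducible; teb 100 nM; cpd qHTS titration; GFP aggregates read on laser cytometer, Ex 488/Em 500-530 nm.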
HTT ATP protect: Huntington cell model cytoprotection by ATP luminescence; 230,000 compounds, 0.14% hits; PC12 HTT-Q103 induced, cytoprotection, ATP luminescence, 40 h; Potency, µM (doses to about 56.4 µM), without a hit: cytoprotection (ATP increase), most hits filed as activators; AID 1471;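 also: potency is read from the fitted curve at half-maximal effect; % of control where 0% means no effect; nearly all actives have a fitted effect of over 45% in size; toxic huntingtin expression switched on by the ecdysone agonist tebufenozide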
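PC12 cells stably carrying ecdysone-inducible Htt exon 1 (Q103)–GFP were induced with 100 nM tebufenozide (final) alongside library compounds in a dose series. Cytoprotection was scored as retained ATP by ATPlite luminescence.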
Active calls of the source: *; ? = inconclusive; . = not tested or not shown; [ ] = dose if it differs, or a comment. Unless noted, calls follow the shape of the dose curve; as a rule, active = well fitted curve in the direction sought with a large enough effect; inconclusive = small, poorly fitted or top-dose-only effect, or another doubt; inactive = no such curve, though single readings can be large; an effect the other way counts as inactive or inconclusive. Compounds as they come, and some 1.5% of all compounds hit somewhere here.

Abbreviations: A = Lamin A splicing; B = CBFb RUNX1 block; C = GAA inhib; D = GAA spleen mod; E = GAA glycogen; F = HTT aggregate; G = HTT ATP protect
Compound: CCNC(=O)[C@H](C)/C=C/C(NC(=O)OCc1ccccc1)c1ccc(C(=O)OC)cc1 (stereo partly drawn)
  A = .	B = 12%	C = .	D = -8%	E = .	F = .	G = 6%

Compound: CCOc1ccc(Nc2nc3c(c(=O)[nH]2)CCC3)cc1
  A = -4%	B = 3%	C = 1%	D = 2%	E = 4%	F = -7%	G = -21%[0.074 µM]

Compound: O=S(=O)(c1ccccc1)c1cnc(-c2cccnc2)nc1-c1ccc(Cl)c(Cl)c1
  A = 0%	B = 1%	C = -3%	D = -5%	E = -2%	F = -4%	G = -23%

Compound: CC(C)Cn1c(N)c(C(=O)COC(=O)[C@@H]2CCCN2C(=O)c2cccs2)c(=O)n(C)c1=O
  A = 18%[46 µM]	B = -2%	C = -3%	D = -4%	E = 12%	F = -1%	G = -10%

Compound: CCCCn1c(-c2ccccc2)cnc1SCC(=O)NCCc1ccc(OC)c(OC)c1
  A = ?	B = -15%	C = 5%	D = -6%	E = 2%	F = 3%	G = -19%[10 µM]

Compound: CS(=O)(=O)N(CC(=O)N1CCCC1)Cc1ccc(Cl)cc1
  A = -3%	B = 3%	C = -2%	D = 1%	E = 9%	F = -5%	G = ?

Compound: CCOC(=O)N1CCN(C(=O)c2ccccc2NC(=O)c2ccc(F)cc2)CC1
  A = -7%	B = -3%	C = 8%	D = -15%	E = 3%	F = 6%	G = 8%[10 µM]

Compound: Cc1cc2c(cc1C)-c1nnc(-c3ccc4ccccc4n3)n1C(C)(C)C2
  A = 5%	B = 5%	C = -2%	D = -4%	E = -1%	F = 11%	G = -5%

Compound: O=C(CCc1ccccc1)Nc1ccc(S(=O)(=O)N2CCOCC2)cc1
  A = .	B = 12%	C = .	D = -2%	E = 2%	F = ?	G = 16%[10 µM]

Compound: Cc1ccc(NC(=O)N2CCCC2C(=O)NCCc2ccccc2)cc1 (stereo not drawn)
  A = 1%	B = -2%	C = 3%	D = -4%	E = 9%	F = -2%	G = -6%

Compound: CN(C)c1nc(-c2ccccc2C(F)(F)F)nc2ccccc12
  A = -5%	B = .	C = .	D = 4%	E = .	F = .	G = 16%

Compound: CS(=O)c1nc(-c2ccc(Br)cc2)cc(-c2ccccc2)c1C#N (stereo not drawn)
  A = ?	B = -1%	C = -11%	D = -12%	E = -3%	F = ?	G = -194%[inhibitor][0.074 µM]

Compound: COCP(=O)(c1ccccc1)c1ccccc1
  A = 0%	B = 0%	C = -5%	D = -2%	E = -1%	F = 4%	G = -1%

Compound: O=C(Cc1ccc(S(=O)(=O)N2CCOCC2)s1)Nc1nc2c(s1)CCCC2
  A = ?	B = .	C = -20%	D = -8%	E = -22%	F = 17%	G = -11%

Compound: CCCN(CCO)Cc1ccc(Br)cc1
  A = -2%	B = -1%	C = 1%	D = -10%	E = 4%	F = -7%	G = 6%

Compound: CCCN(CC1CC1)C(=O)CCc1nnc(CCc2c[nH]c3ccccc23)o1
  A = .	B = 2%	C = 3%	D = 1%	E = -3%	F = 1%	G = -13%

Compound: CC(C)CCNC(=S)Nc1ccccc1F
  A = -8%	B = 7%	C = -2%	D = -1%	E = -3%	F = -8%	G = 19%[10 µM]

Compound: CN(C)CC(O)COc1cccc(OCC(O)CN(C)C)c1 (stereo not drawn)
  A = -4%	B = 2%	C = -5%	D = -1%	E = -7%	F = -3%	G = -4%

Compound: CC(C)NC(=O)CSc1nc2ccccc2n1CC(=O)N(C(C)C)C(C)C
  A = 12%[46 µM]	B = 8%	C = -4%	D = 4%	E = 4%	F = -8%	G = -48%[inhibitor]

Compound: O=C(CSc1nc2ccccc2s1)NNC(=S)Nc1ccc(Cl)cc1
  A = -14%	B = -8%	C = 4%	D = 3%	E = -11%	F = 15%	G = 0%[10 µM]

Some of these compounds in order of the CBFb RUNX1 block value, ascending.
SMILES | CBFb RUNX1 block | GAA inhib | GAA spleen mod | GAA glycogen | HTT aggregate
COCP(=O)(c1ccccc1)c1ccccc1 | 0% | -5% | -2% | -1% | 4%
CN(C)CC(O)COc1cccc(OCC(O)CN(C)C)c1 (stereo not drawn) | 2% | -5% | -1% | -7% | -3%
CC(C)NC(=O)CSc1nc2ccccc2n1CC(=O)N(C(C)C)C(C)C | 8% | -4% | 4% | 4% | -8%

Some entries already given, reduced to GAA glycogen.
| compound | GAA glycogen |
| --- | --- |
| CCCN(CC1CC1)C(=O)CCc1nnc(CCc2c[nH]c3ccccc23)o1 | -3% |
| CC(C)CCNC(=S)Nc1ccccc1F | -3% |

(more compounds)
Abbreviations: A = Lamin A splicing; B = CBFb RUNX1 block; C = GAA inhib; D = GAA spleen mod; E = GAA glycogen; F = HTT aggregate; G = HTT ATP protect
Compound: CC(Oc1ncnc2ccccc12)C(=O)Nc1cccc(S(=O)(=O)N2CCOCC2)c1 (stereo not drawn)
  A = ?	B = -1%	C = -10%	D = 6%	E = -2%	F = 31%	G = 5%[10 µM]

Compound: COCCNC(=O)c1onc(CSc2ccc(C)c(C)c2)c1C(=O)O
  A = 15%[0.0737 µM]	B = 2%	C = 8%	D = -5%	E = 17%	F = -6%	G = 2%

Compound: N#Cc1c(N)n(CCOC(=O)c2cccc(Br)c2)c2nc3ccccc3nc12
  A = 7%	B = 15%	C = ?	D = -7%	E = 4%	F = 27%	G = -21%

Compound: O=C1CCC(=O)N1CC1CC2CCC1C2 (stereo not drawn)
  A = .	B = 3%	C = .	D = 7%	E = -13%	F = 10%[9.22 µM]	G = 14%[10 µM]

Compound: N#C/C(=C(/O)c1ccc(Cl)c([N+](=O)[O-])c1)c1nc2ccccc2[nH]1
  A = .	B = -1%	C = -4%[15.4 µM]	D = -5%	E = 0%	F = 20%[9.22 µM]	G = 12%[10 µM]

Compound: CC(C)C12CN3CC(C(C)C)(CN(C1)C31C(=O)Nc3ccccc31)C2=O (stereo not drawn)
  A = 7%	B = ?	C = -9%	D = 6%	E = -12%	F = -12%	G = -17%

Compound: COc1ccc(-c2c(C#N)c(SCc3c(C)noc3C)nc3c2C(=O)CC(C)(C)C3)cc1
  A = -6%	B = 5%	C = 0%	D = -9%	E = 1%	F = 19%	G = -17%[10 µM]

Compound: CCN1C(=O)[C@@H]2[C@H](C1=O)[C@@H]1C[C@H]3C(=O)N(CC)C(=O)[C@H]3[C@@H]3C1=C(C(=O)N1C(=O)O/C(=N\CC4CC4)[C@]31C)[C@@H]2C
  A = .	B = -8%	C = .	D = 8%	E = .	F = .	G = -16%

Compound: Cc1cc(/C=C2/SC(=S)N(c3ccc([N+](=O)[O-])cc3)C2=O)c(C)n1-c1cccnc1
  A = ?	B = -2%	C = ?	D = 0%	E = -4%	F = 4µM*	G = .

Compound: COc1ccc(Br)cc1CN1CCCC(C(=O)N2CCCCC2)C1 (stereo not drawn)
  A = 11%	B = -5%	C = -8%	D = -6%	E = -2%	F = -19%	G = 2%

Later entries
| SMILES | Lamin A splicing | CBFb RUNX1 block | GAA inhib | GAA spleen mod | GAA glycogen | HTT aggregate | HTT ATP protect |
| --- | --- | --- | --- | --- | --- | --- | --- |
| COCCNC(=O)C(c1ccncc1)N(C(=O)c1sc(C)nc1C)c1cccc(C)c1 (stereo not drawn) | . | 1% | 12% | -4% | -1% | 8%[9.22 µM] | 10%[10 µM] |
| CCc1ccc2c(c1)C(C)=CC(C)(C)N2 | 3% | -7% | -1% | 3% | ? | 6% | 6% |
| CCc1cccc(C)c1NC(=O)CN(C)Cc1ccccc1F | -5% | 3% | -11% | -7% | 10% | 12% | 5%[0.074 µM] |
| O=C(Nc1ccc(NC(=O)C2CCCCC2)nc1)c1cccs1 | -21%[46 µM] | -3% | 9% | -3% | -6% | . | . |
| Cc1cc(=O)oc2c3c4c(cc12)OCCN4CCC3 | ? | 1% | -1% | -9% | ? | 1% | 3%[1.9 µM] |
| CCOc1ccc(NC(=O)CCNS(=O)(=O)c2cccs2)cc1 | -16% | -7% | -8% | -5% | -6%[76.3 µM] | 19% | -2% |
| CCC(CC)C(=O)Nc1cc(C(=O)OC)ccc1C(=O)OC | 1% | 14% | 2% | 10% | 2% | 0% | -21%[10 µM] |
| CCOc1ccccc1N(C(=O)Nc1ccc(Cl)cc1)C1=NC(C)CS1 (stereo not drawn) | -12% | -1% | 6% | 0% | 8% | 1% | -19%[10 µM] |
| Cc1cccc(OCC(=O)Nc2ccc3c4c(cccc24)CC3)c1C | -11% | 2% | 3% | -6% | 6% | ? | 11%[10 µM] |
| CCOCCCNC(=S)NC1CC2CCC(C1)N2Cc1ccccc1 (stereo not drawn) | 10%[46 µM] | 1% | 1% | -14% | -9% | 15%[9.22 µM] | 14%[10 µM] |
| COc1ccc(Nc2nc(-c3c[nH]c4ccccc34)cs2)cc1 | ? | -9% | 3% | -3% | ? | 11% | -2%[10 µM] |
| CNCCCCc1cnc(C)c2[nH]c3ccccc3c12 | . | 10% | . | -5% | . | . | 3.5µM* |
| CSc1ncccc1C(=O)OCC(=O)NC1CCS(=O)(=O)C1 (stereo not drawn) | 2% | -6% | -4% | -1% | 2% | -9% | 3% |
| CC[C@](C)(CN(C)C)OC(=O)c1ccccc1 | -17% | 5%[21.7 µM] | . | -3%[29.1 µM] | . | 1%[20.6 µM] | -5%[40.3 µM] |
| Cc1ccc(S(=O)(=O)N(C)CCCC(=O)NC(C)(C)CO)cc1 | . | 8% | -10% | -1% | -1% | -11% | -4% |
| O=C(NCc1ccncc1)c1ccc(N2CCCC2)c([N+](=O)[O-])c1 | -5%[46 µM] | -16% | -8% | 7% | 0% | ? | -126%[inhibitor] |
| COc1ccc(CNc2oc(COc3ccccc3Cl)nc2C#N)cc1 | -10% | -4% | -10% | -3% | 3% | 1% | -11% |
| CCc1ccc2[nH]c(=O)c(CN(CCCN3CCOCC3)C(=O)Nc3cccc(Cl)c3)cc2c1 | ? | 0% | -10% | -2% | -3% | ? | -96%[inhibitor] |

Looked up above.
O=C(NCc1ccncc1)c1ccc(N2CCCC2)c([N+](=O)[O-])c1 in GAA inhib is entered as -8%
CCc1cccc(C)c1NC(=O)CN(C)Cc1ccccc1F in GAA spleen mod is entered as -7%
CCOCCCNC(=S)NC1CC2CCC(C1)N2Cc1ccccc1 (stereo not drawn) in GAA spleen mod is entered as -14%
